GPR55 LPI antagonism: GPR55 antagonists blocking LPI-driven arrestin recruitment, primary screen, imaging, U2OS, beta-arrestin-GFP, LPI agonist (AID 2013). G-protein coupled receptor 55 (Homo sapiens). inhibition, % at 10 µM; hits with a dose series show IC50 in µM. 290,000 tested, 0.13% active. U2OS GPR55 beta-arrestin-GFP translocation imaging, LPI antagonism; higher % means a stronger effect;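 active means spots per cell inhibited over 60%, with over 100 cells counted and total cytoplasm intensity under 500,000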;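 further: U2OS cells stably carrying GPR55 and arrestin-GFP stimulated by 5 µM LPI near EC80; imaged beta-arrestin-GFP aggregate spots per cell after agonist stimulation; plate controls were LPI-stimulated DMSO wells for no effect and DMSO wells without LPI for full effect; some results filed as inactive read as strong as hits; confirmed hits need IC50 under 10 µM and bright autofluorescent wells are also inconclusive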
AID2073: inhibitors of Mint1-CaV2.2 protein interaction, biochemical, HTRF (AID 2073); inhibition, % at 20 µM; hits with a dose series show IC50 in µM; 290,000 tested, 0.19% active; Voltage-dependent N-type calcium channel subunit alpha-1B (Homo sapiens); HTRF protein-protein interaction, Mint1-CaV2.2; higher % means a stronger effect; in the data active means inhibition mostly above about 51%, no sharp cut-off; further: some results filed as inactive read as strong as hits
HIV fusion peptide: inhibitors of HIV fusion peptide binding, primary screen, biochemical, uHTS, fluorescence dequenching (AID 1986) | cell-free peptide binding, fluorescence dequenching, 30 min; higher % means a stronger effect | one-dose inhibition, % at 20 µM; IC50 in µM for titrated hits | 290,000 tested, 0.3% active; in the data active means inhibition mostly above about 52%, no sharp cut-off; inactive means mostly below about 76%; further: some results filed as inactive read as strong as hits
GPR55 beta-arrestin: GPR55 agonists via beta-arrestin recruitment, primary screen, imaging, U2OS cells, beta-arrestin-GFP redistribution (AID 1961); activation, % at 10 µM; hits with a dose series show EC50 in µM; 290,000 tested, 0.048% active; U2OS GPR55 beta-arrestin-GFP redistribution imaging; higher % means a stronger effect;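 active means activation above 40% with more than 50 cells counted in the well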;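 further: U2OS osteosarcoma cells stably expressing GPR55 and beta-arrestin-GFP; plate controls were DMSO negative control for no effect and LPI positive control for full effect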
NTR1 ag: agonists of NTR1, primary screen, imaging, U2OS cells, beta-arrestin-GFP, high content (AID 493036); Neurotensin receptor type 1 (Homo sapiens), P30989; NTR1-U2OS beta-arrestin-GFP spot imaging, agonist mode; activation, % at 20 µM; 330,000 tested, 0.17% active;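 active means activation at or above 40% of the spot to cytoplasm intensity ratio, with at least 20 cells analyzed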;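 further: 0% = DMSO without peptide and 100% = 100 nM NTR1 peptide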
Target sequence (P30989 whole entry, looked up): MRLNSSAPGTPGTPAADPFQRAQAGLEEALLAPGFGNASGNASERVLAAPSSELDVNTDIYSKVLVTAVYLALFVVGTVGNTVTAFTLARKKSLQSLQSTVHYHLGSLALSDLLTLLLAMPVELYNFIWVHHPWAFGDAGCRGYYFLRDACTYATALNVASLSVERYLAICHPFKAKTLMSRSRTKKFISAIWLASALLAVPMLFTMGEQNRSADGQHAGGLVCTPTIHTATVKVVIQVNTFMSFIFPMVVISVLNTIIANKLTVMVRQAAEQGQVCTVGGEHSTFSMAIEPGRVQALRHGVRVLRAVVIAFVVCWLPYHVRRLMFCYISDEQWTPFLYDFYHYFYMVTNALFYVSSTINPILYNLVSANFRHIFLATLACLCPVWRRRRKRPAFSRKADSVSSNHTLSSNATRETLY
UTI89 phage lysis: inhibition of K1F phage lysis, E. coli UTI89, bacterial capsule biogenesis inhibitors, alamar blue (AID 488966); E. coli UTI89 K1F phage lysis, alamar blue, 2 h; higher % means a stronger effect; inhibition, % at 100 µM, or IC50 in µM where a hit was titrated; 340,000 tested, 0.02% active;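 active means phage lysis inhibition, versus mean bacterial control, above a set limit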;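 further: capsule biogenesis inhibitors block K1F phage lysis so surviving cells raise fluorescence; higher fluorescence means more inhibition of phage lysis; actives were called in the ten point dose series up to 300 µM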
GPR35 arrestin U2OS: GPR35 antagonists blocking zaprinast-driven arrestin recruitment, primary screen, imaging, U2OS, beta-arrestin-GFP, zaprinast agonist (AID 2058); G-protein coupled receptor 35 (Homo sapiens); 290,000 tested, 0.052% active; inhibition, % at 10 µM; hits with a dose series show IC50 in µM; U2OS GPR35 beta-arrestin-GFP translocation imaging, zaprinast antagonism; higher % means a stronger effect;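 active means inhibition of at least 50% with at least 30 cells and total cytoplasm GFP at most 10,000,000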
SIAH1 antagonists: Siah-1 peptide-binding antagonists, primary screen, biochemical, fluorescence polarization, rhodamine-plectin, uHTS (AID 1817). Siah-1 / rhodamine-plectin peptide fluorescence polarization; higher % means a stronger effect. 290,000 tested, 0.02% active. E3 ubiquitin-protein ligase SIAH1 (Homo sapiens). displacement, % at 20 µM; hits with a dose series show IC50 in µM;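 active means displacement of at least 50% at 20 µM, with a fluorescence ratio check between 0.3 and a set limit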;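 further: plate controls were Siah plus tracer with DMSO for no effect and tracer alone without Siah for full effect; strong numbers were not always called active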
NS5 inhibitors: Dengue-2 NS5 methyltransferase inhibitors, primary screen, biochemical, confirmation dose response (AID 588689) | Genome polyprotein (Dengue virus type 2 (strain 16681-PDK53)) | Dengue-2 NS5 methyltransferase capping enzyme assay, biochemical; higher % means a stronger effect | inhibition, % at 25 µM; hits with a dose series show IC50 in µM | 340,000 tested, 0.3% active; in the data active means a potency from the dose series
NTR1 ag cell count 20 µM: recorded beside NTR1 ag, whose call it bears; cell count; measured here: cell count, cytotoxicity flag
NS5 inhibitors pilot replicate: recorded beside NS5 inhibitors, whose call it bears; inhibition, %; measured here: pilot screen replicate inhibition
Numbers without * were called inactive; i = inactive; nt = no result given; [ ] = dose if it differs, or a comment.

SMILES	GPR55 LPI antagonism	AID2073	HIV fusion peptide	GPR55 beta-arrestin	NTR1 ag	NTR1 ag cell count 20 µM	UTI89 phage lysis	GPR35 arrestin U2OS	SIAH1 antagonists	NS5 inhibitors	others
O=C(C1CCN(Cc2cn[nH]c2-c2ccc(F)cc2F)CC1)N1CCOCC1	2%	2%	0.0%	-0.1%	0.2	52	0.0%	4%	7%	-1%
O=C(Cc1cccs1)Nc1nnc(SCc2ccc(Br)cc2)s1	10%	1%	-0.8%	0.2%	0.3	51	-3.2%	-8%	1%	-6%
COC(=O)CNC(=O)C1CCC(CNS(=O)(=O)c2cccc3nsnc23)CC1 (configuration not stated)	-3%	9%	0.8%	0.1%	-1.1	65	1.6%	1%	1%	1%
OCCC1CN(CCCc2ccccc2)CCN1CCc1ccccc1 (configuration not stated)	-3%	-2%	2.7%	0.4%	-0.4	53	0.7%	-8%	-2%	nt
Cc1cccc(NC(=O)c2cc(S(=O)(=O)N3CCOCC3)cn2C)c1C	6%	10%	0.6%	-0.1%	4.0	63	7.5%	-5%	-5%	0%
CC(C)Oc1ccc(CNC(=O)CCC(=O)N2CC(C)Sc3ccccc32)cc1 (configuration not stated)	-2%	-2%	0.0%	-0.3%	0.7	71	-0.6%	5%	-5%	-7%
CSc1n[nH]c(N)c1S(=O)(=O)c1ccc(Cl)cc1	2%	8%	3.3%	0.2%	1.2	96	-0.1%	-3%	3%	2%
Cc1n[nH]c(=S)n1/N=C/c1ccc(Br)o1	10%	-43%	-4.1%	-0.1%	-1.0	39	-0.1%	-5%	2%	-14%
COC(=O)Cc1csc(Nc2ccccc2Cl)n1	-6%	-3%	2.1%	-0.1%	-0.4	59	3.2%[50 µM]	9%	1%	-4%
COc1cc(C2N(c3ccccn3)C(=O)C3CCCN32)cc(OC)c1OC (configuration not stated)	24%	0%	1.7%	0.0%	-1.1	92	1.4%	-6%	4%	2%
COCCSc1nnc(NC(=O)CCS(=O)(=O)c2ccccc2)s1	7%	6%	0.7%	-0.1%	-1.7	42	-0.1%	-9%	10%	-4%
CCOC(=O)N1CCN(c2c(-c3ccccc3)c3cc(Cl)ccc3[nH]c2=O)CC1	12%	10%	-2.5%	-0.1%	18	75	6.0%	11%	0%	1%
O=C(CC(C(=O)O)C1CCCO1)Nc1cccc(C(F)(F)F)c1 (configuration not stated)	-4%	10%	-1.0%	0.2%	0.1	56	0.3%	-4%	-2%	3%
Cc1nn(C(=O)c2ccoc2C)c(N)c1-c1ccccc1	1%	2%	-1.0%	-0.1%	3.8	84	0.1%	4%	-1%	-3%
O=C(Cn1cc2c(n1)CCCC2)NC1CCCCCC1	2%	1%	-1.2%	-0.3%	2.8	48	0.2%	-12%	6%	-7%
O=C(O)c1nccnc1C(=O)Nc1ccc(Cl)cn1	8%	2%	-1.0%	0.0%	0.2	90	0.1%	-4%	-1%	0%
CCOc1cc(C(=O)OCc2ccc(C(=O)OC)o2)cc(Br)c1OC	12%	-2%	2.8%	-0.1%	1.6	94	nt	12%	2%	nt
COc1cc(/C=N\NC(=O)c2nonc2N)c(OC)cc1Br	15%	0%	-3.4%	0.6%	0.3	81	0.1%	20%	-2%	-6%
Cc1ccc(NNC2CC(=O)N(c3cccc(Cl)c3)C2=O)cc1 (configuration not stated)	6%	6%	22%	0.1%	1.8	94	-0.5%	-18%	0%	2%
O=C(Nc1cc(C(F)(F)F)ccc1N1CCOCC1)c1ccco1	11%	-1%	0.8%	-0.1%	0.0	50	0.6%	-10%	4%	1%
CNC(=S)N/N=C/c1c(C)c(C(=O)c2ccc(F)cc2)n2ccccc12	-3%	1%	5.2%	0.4%	5.9	80	0.1%	-17%	-4%	10%
CC(=O)Nc1cc(NC(C)=O)c(N=Nc2ccccc2)cc1C	5%	-4%	-1.7%	1.3%	-1.2	40	-0.8%	7%	3%	2%
COCCNC(=S)N(CCc1c(C)[nH]c2ccc(OC)cc12)Cc1ccco1	-6%	-8%	0.0%	-0.3%	-0.7	87	-0.1%	12%	3%	5%
COc1ccc(NC(=O)NCCN2CCCCC2)cc1	4%	-3%	0.6%	-0.1%	0.3	67	0.2%	-1%	-3%	-3%	NS5 inhibitors pilot replicate=-5.2
CCCc1nc2ccccc2c(=O)n1/N=C/c1ccccc1O	0%	8%	-0.4%	0.3%	2.4	44	-0.9%	-9%	-3%	6%
O=c1[nH]c(SCc2ccccc2)nc2ccsc12	7%	-1%	-0.7%	1.1%	1.3	27	-0.8%	-8%	6%	-2%
O=C(CN1C(=O)CCC1=O)Nc1nc(-c2ccc(Cl)s2)cs1	-9%	1%	-2.9%	-0.2%	2.0	55	1.6%[50 µM]	6%	-3%	-7%
CNc1c([N+](=O)[O-])cnn1-c1ccc(Cl)cc1Cl	-7%	-14%	-3.0%	-0.3%	0.7	102	0.6%	6%	-1%	-6%	NS5 inhibitors pilot replicate=-6.7
COc1cc2c(cc1OC)C(C)N(C(=O)c1cc(Cl)nc(Cl)c1)CC2 (configuration not stated)	-4%	3%	0.6%	-0.1%	2.8	74	-0.1%	-12%	12%	-1%
Cc1ccccc1Cn1c(=O)n(CCCC(=O)NCc2ccco2)c(=O)c2ccccc21	-5%	-3%	0.2%	-0.1%	-0.5	58	0.3%	-18%	2%	4%

Overlap with the part before: three entries; new compounds follow.
SMILES	GPR55 LPI antagonism	AID2073	HIV fusion peptide	GPR55 beta-arrestin	NTR1 ag	NTR1 ag cell count 20 µM	UTI89 phage lysis	GPR35 arrestin U2OS	SIAH1 antagonists	NS5 inhibitors	others
CNc1c([N+](=O)[O-])cnn1-c1ccc(Cl)cc1Cl	-7%	-14%	-3.0%	-0.3%	0.7	102	0.6%	6%	-1%	-6%	NS5 inhibitors pilot replicate=-6.7
COc1cc2c(cc1OC)C(C)N(C(=O)c1cc(Cl)nc(Cl)c1)CC2 (configuration not stated)	-4%	3%	0.6%	-0.1%	2.8	74	-0.1%	-12%	12%	-1%
Cc1ccccc1Cn1c(=O)n(CCCC(=O)NCc2ccco2)c(=O)c2ccccc21	-5%	-3%	0.2%	-0.1%	-0.5	58	0.3%	-18%	2%	4%
CCOC(=O)N1CCN(C(=O)C(=O)Nc2sc3c(c2C(=O)O)CC(C)(C)OC3)CC1	10%	5%	0.2%	-0.1%	-0.3	46	0.2%	9%	2%	-10%
Cc1cc2ccccn2c1C(=O)c1nc(NCc2ccco2)ncc1Cl	-23%	-7%	-0.4%	0.2%	4.4	68	0.1%	-2%	-2%	-3%
COc1ccc(C2=Nc3ccc(C)cc3C(c3ccccc3)N2CC(=O)NN)cc1 (configuration not stated)	4%	-16%	-2.2%	-0.1%	1.2	35	i	19%	0%	-4%
Cc1cc(C)c(S(=O)(=O)c2ccccc2C)c(OCCN(C)C)n1	14%	8%	-2.4%	0.0%	0.6	63	0.1%	-8%	-1%	-5%
Cc1ccc(S(=O)(=O)NCCCN2CCOCC2)c(C)c1	2%	-10%	-4.2%	0.2%	-1.2	32	4.6%	7%	0%	-2%
Cc1ccc(/C=N/Nc2ccc(Cl)nn2)cc1	9%	15%	-1.0%	0.0%	-0.3	49	0.1%	-5%	-1%	-11%
O=[N+]([O-])c1ccc(N2CCN(c3ccc(F)cc3)CC2)nc1	2%	6%	-1.5%	0.0%	0.6	90	0.0%	9%	2%	-2%
COCCNC(=O)c1ccc(CS(=O)(=O)c2ccc(Cl)cc2)o1	0%	2%	0.8%	0.4%	-0.6	50	0.4%	8%	0%	-4%
O=C(CN1CCN(c2ccc(Cl)cc2)CC1)c1ccccc1	8%	-1%	-0.5%	-0.1%	0.7	151	0.5%	-8%	-2%	2%
CCN(CC)S(=O)(=O)c1ccc(N2CCCC2)c(NS(=O)(=O)c2cccs2)c1	7%	-21%	0.3%	-0.4%	2.6	36	-0.4%	14%	-4%	15%
COc1ccc(OC)c(C(=O)COC(=O)CNC(=O)c2ccccc2)c1	8%	2%	1.4%	-0.1%	-0.7	81	-0.1%	9%	3%	-4%
O=C(O)C(C(=O)O)=C1C2CC3CC(C2)CC1C3	3%	13%	0.6%	0.1%	-0.3	53	0.7%	8%	6%	-9%
Cn1c(=O)c(/C=C/c2ccccc2)nc2ccccc21	4%	2%	20%	-0.2%	3.1	46	1.7%	7%	1%	10%
COc1cc(SC#N)ccc1N=Cc1c(C)[nH]n(-c2ccc(C)c(C)c2)c1=O	-6%	-14%	2.4%	-0.4%	24	39	0.1%	8%	-2%	-1%
Cc1ccc(C)c(N2CC(O)(c3cccs3)[N+]3=C2CCCC3)c1 (configuration not stated)	16%	-5%	-1.1%	-0.6%	-1.5	66	0.1%	2%	-4%	-7%
CC(=O)c1cccc(N(C(=O)c2ccco2)C(C(=O)NC2CCCC2)c2ccc(N3CCOCC3)cc2)c1 (configuration not stated)	4%	-1%	-1.3%	0.3%	2.6	57	-1.8%	-8%	2%	-4%
CCOC(=O)c1c(/N=C/N(C)C)sc(/C=N/Nc2ccccc2)c1-c1ccccc1	-1%	28%	0.2%	-0.2%	7.3	91	0.3%	4%	10%	-37%
O=C(CCl)Nc1ccccc1Sc1ccc(Cl)cc1	4%	10%	2.3%	0.0%	1.1	83	1.3%	-7%	-4%	-9%	NS5 inhibitors pilot replicate=-2.7
O=C(Nc1ccccc1F)c1ccc(CN2CCN(c3ccccc3)CC2)cc1	2%	4%	0.3%	0.6%	0.9	51	0.2%	8%	-2%	3%	NS5 inhibitors pilot replicate=2.1
COc1ccc2nc(SCc3cccnc3)c(C#N)cc2c1	15%	-15%	-3.3%	0.2%	-1.7	37	0.4%	8%	2%	1%
COc1ccc(C(CCN2CCCC(C)C2)c2c(OC)cc(OC)c3c(-c4ccccc4)cc(=O)oc23)cc1 (configuration not stated)	21%	26%	0.9%	0.3%	25	94	2.1%	-20%	0%	-1%
CCCCOc1ccc(C2/C(=C(/O)c3ccc4c(c3)CC(C)O4)C(=O)C(=O)N2CCCN2CCOCC2)cc1OC (configuration not stated)	-4%	12%	-2.1%	-0.1%	0.6	61	1.3%[50 µM]	6%	-6%	2%
CC(C)[C@@H](C(=O)N1CCN(Cc2ccc3c(c2)OCO3)CC1)n1nnc2ccccc2c1=O	16%	9%	0.4%	-0.1%	2.3	55	0.4%	0%	8%	2%
